Screens (PubChem)
MITF inh: blocks human microphthalmia-associated transcription factor; O75030; AlphaScreen MITF homodimerization, bead proximity signal; inhibition, % at 2.6 µM; 0.91% of 650,000 active; in the data active = inhibition above about 50%;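 note: 0% = vehicle wells with protein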
TEAD-YAP block: TEAD-YAP interaction inhibition; HEK-TIYL cells, TEAD-Gal4/YAP UAS-luciferase luminescence; AID 1259422; 1.4% of 640,000 active; inhibition, % at 9.12 µM; in the data active = inhibition above about 32%;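 note: 0% = median of test compound wells and 100% = reference inhibitor wells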
GPR151 activ: human GPR151 activation; Q8TDV0; PathHunter beta-arrestin GPR151 cells, luminescence; activation, % at 11.2 µM; 1% of 650,000 active; AID 1508602; in the data active = activation above about 4.9%;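 note: 0% = median of compound wells and 100% = cells with positive control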
FBW7 activator: activators of human E3 ligase FBW7. AlphaScreen FBW7–phospho-cyclin E peptide binding, activator screen. normalized activity (activation), % at 26.1 µM. 0.13% of 650,000 active; in the data active = normalized activity above about 1.9%;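 note: purified mutant Fbw7 with reduced substrate affinity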
Target sequence (Q969H0 whole entry, looked up): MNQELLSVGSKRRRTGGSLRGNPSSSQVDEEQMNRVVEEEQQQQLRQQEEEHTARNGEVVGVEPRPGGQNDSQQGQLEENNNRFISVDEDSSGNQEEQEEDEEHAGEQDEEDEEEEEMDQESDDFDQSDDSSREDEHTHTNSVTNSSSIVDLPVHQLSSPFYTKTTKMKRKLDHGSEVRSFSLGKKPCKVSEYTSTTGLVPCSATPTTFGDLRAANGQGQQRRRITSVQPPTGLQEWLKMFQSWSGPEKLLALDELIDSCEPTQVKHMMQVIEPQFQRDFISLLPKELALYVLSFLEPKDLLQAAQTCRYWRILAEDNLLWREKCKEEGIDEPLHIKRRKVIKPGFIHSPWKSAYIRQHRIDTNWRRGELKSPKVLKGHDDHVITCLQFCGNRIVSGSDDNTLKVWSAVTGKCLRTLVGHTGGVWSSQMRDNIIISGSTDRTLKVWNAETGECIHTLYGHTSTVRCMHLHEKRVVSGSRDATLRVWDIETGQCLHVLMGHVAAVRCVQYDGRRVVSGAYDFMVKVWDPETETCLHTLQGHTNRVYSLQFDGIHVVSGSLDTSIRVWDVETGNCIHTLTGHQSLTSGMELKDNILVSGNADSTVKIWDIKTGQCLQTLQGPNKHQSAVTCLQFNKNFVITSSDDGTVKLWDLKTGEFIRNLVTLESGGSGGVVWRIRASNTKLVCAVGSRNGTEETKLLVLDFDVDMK
Starred values were filed as active, the others as inactive.

SMILES | MITF inh | TEAD-YAP block | GPR151 activ | FBW7 activator
COCC(=O)N(C)c1nnc(-c2cnccn2)s1 | -4 | -2 | 0.3 | 0.1
CCOc1ccc(-n2nc(C(=O)NC(C)C)c3ccccc3c2=O)cc1 | 10 | -4 | -1.6 | -0.1
Cc1ccc(NC(=O)CN(C)c2cc3c(cc2Cl)NC(=O)CO3)cc1F | -6 | -4 | 1.0 | 0.0
Cn1c2c(c(=O)[nH]c1=O)C(c1ccc(O)cc1)C1=C(CC(C)(C)CC1=O)N2 (configuration not stated) | 8 | 12 | 0.8 | -0.2
COc1ccc(-c2cc(C(=O)OC(C)C)c3cc(Br)ccc3n2)cc1 | 0 | -1 | -1.0 | 0.1
CC(C)CNC(=O)c1ccccc1NC(=O)c1cccc(Br)c1 | -14 | 14 | 0.9 | -0.3
CS(=O)(=O)Nc1cccc(-c2cnc3c(NCc4cccs4)nccn23)c1 | -13 | -16 | 0.7 | -0.1
O=[N+]([O-])c1ccccc1CN1CCN(Cc2ccco2)CC1 | 54* | -7 | -0.5 | 0.1
COc1cccc(C2CC(=O)Nc3cc(C)c(C)cc32)c1 (configuration not stated) | 4 | 15 | -0.1 | -0.1
COc1cc(OC)cc(C(=O)NCCc2ccc3c(c2)CCCN3C)c1 | 0 | -12 | 1.7 | 0.2
CC(NS(=O)(=O)c1cc(Cl)ccc1Cl)C(=O)Nc1ccccc1F (configuration not stated) | 24 | 3 | 0.1 | 0.4
O=C1C2C3C=CC(C4CC34)C2C(=O)N1Cc1ccccc1 (configuration not stated) | -8 | -8 | -1.8 | 0.0
COc1cc(OC)cc(-n2nc(C(=O)NCC3CCCO3)c3ccccc3c2=O)c1 (configuration not stated) | 6 | 12 | 0.2 | 0.5
COc1ccccc1NC(=O)N1CCC(CN2CCCCC2)CC1 | 5 | 0 | -0.8 | -0.1
COc1cccc(-n2nnc(C(=O)Nc3cc(C)ccc3OC)c2C)c1 | 9 | -5 | -0.2 | 0.0
CSc1ncc(C(=O)Nc2cc(C)cc(C)c2)c(C)n1 | -5 | -5 | -1.3 | -0.2
CS(=O)(=O)c1ncc(Cl)c(C(=O)Nc2cccc(I)c2)n1 | 3 | -11 | -0.3 | 0.0
CCOc1cccc(NC(=O)/C(C#N)=C\c2cc(Cl)c(OCC(=O)OC)c(OC)c2)c1 | 7 | 0 | 0.7 | -0.1
Cn1c(=O)c(C(N)=O)c(O)c2ccccc21 | 3 | 0 | 0.3 | -0.5
CCOC(=O)c1ccc(NC(=O)CC23CC4CC(CC(Br)(C4)C2)C3)cc1 | 3 | -4 | 0.3 | 0.0
COc1ccc(CN2CCNC(=O)C2CC(=O)NCC2(O)CCCCC2)c(OC)c1 (configuration not stated) | -3 | -13 | 1.1 | -0.1
O=C(Nc1c(C(=O)N2CCCCC2)cnn1-c1ccccc1)c1ccccc1Cl | -24 | 5 | 0.7 | 0.1
O=C1CC(c2cccs2)CC2=C1C(c1ccc(Cl)s1)Nc1ccccc1N2 (configuration not stated) | -4 | -4 | -0.1 | -0.3
O=C(CCCn1c(=S)[nH]c2ccsc2c1=O)N1CCCC1 | -6 | -7 | 0.1 | 0.1
COCCCNCCOc1ccc(C(C)C)c(C)c1 | 60* | -11 | 0.4 | 0.1
Cc1nc(NC(=O)C23CC4CC(CC(C4)C2)C3)sc1C(=O)N(C)C | 3 | 11 | -1.6 | -0.1
Cc1ccc2c(N)c(C(=O)c3ccc(Br)cc3)sc2n1 | 4 | -15 | 0.4 | 0.0
COc1cc(C=O)cc(Br)c1OCC(=O)N1CCOCC1 | 8 | -1 | -2.0 | 0.0
COc1ccc(C(C)C)cc1S(=O)(=O)NCCc1ccccc1 | 6 | 4 | -0.9 | 0.6
CC1=C(C(=O)Nc2ccccc2)C(c2ccccc2)C(C#N)=C(SCC(=O)Nc2ccco2)N1 (configuration not stated) | 11 | -2 | 1.3 | 0.2
CCC(Sc1nc2ccsc2c(=O)n1CCCCCC(=O)Nc1ccc(OC)cc1)C(=O)Nc1ccc2c(c1)OCO2 (configuration not stated) | -6 | -1 | 0.0 | -0.1
COc1ccc(CCNc2nc(Nc3cnccn3)nc3c2ncn3CCN2CCCC2=O)cc1 | 4 | 7 | -1.2 | -0.1
Cc1ccc(NC(=O)CSc2n[nH]c(N)n2)cc1 | -7 | 1 | -1.2 | 0.1
COc1ccc(S(=O)(=O)NCC2CCCN(C3CCOCC3)C2)cc1 (configuration not stated) | 0 | 2 | -0.7 | -0.1
Cc1cc(Cl)cc(Br)c1OCCCN1C(=O)NC(C)(C)C1=O | -2 | -1 | -0.3 | -0.3
COc1ccc(Cl)c2sc(N3CCN(C(=O)c4ccc(C(C)=O)cc4)CC3)nc12 | 13 | -5 | -1.1 | -0.1
O=C(N[C@H]1C[C@H]2C(=O)N[C@@H](Cc3c[nH]c4ccccc34)C(=O)N2C1)c1ccc(-c2ccccc2)cc1 | -3 | 20 | -0.2 | -0.1
CCOc1cc(/C=C2\Sc3ccccc3C2=O)ccc1O | 14 | -6 | -1.8 | 0.1
Cc1cc(C(=O)Nc2ccccc2-c2ccccc2)cs1 | 13 | 0 | 2.2 | 0.0
Cc1noc(C)c1COc1ccc(CC(=O)N2CCc3ccccc32)cc1 | 3 | 12 | -0.1 | 0.4
CCCCNC(=O)CCc1nc2ccccc2n(Cc2ccccc2F)c1=O | -1 | 7 | 1.9 | -0.2
CC(C)n1cnc2c(NCCN3CCOCC3)nc(Nc3nc4ccccc4n3C)nc21 | 10 | 3 | -1.8 | -0.1
COc1ccccc1NC(=O)CN(c1ccc(C)cc1)S(=O)(=O)c1ccc(OC)c(OC)c1 | 12 | 6 | -0.5 | -0.1
N#CC1=C(SCC(=O)Nc2ccccc2)NC(=O)CC1c1ccccc1Cl (configuration not stated) | 9 | 6 | -0.8 | 0.0
COc1cccc(NC(=O)C2(S(=O)(=O)c3ccc(C)cc3)CC2)c1 | -1 | -7 | -0.3 | -0.2
CC(C)CCN1C(=O)CCC1CCNCc1ccc(F)cc1 (configuration not stated) | 0 | 4 | 1.9 | 0.0
COc1ccc(S(=O)(=O)CCC(=O)N2CCN(c3cccc(Cl)c3)CC2)cc1 | -4 | 1 | 0.3 | -0.2
Cc1ccc(C)c(NC(=O)CN(c2ccc(Cl)cc2Cl)S(=O)(=O)c2ccccc2)c1 | 11 | 7 | 0.8 | 0.3
CCCOc1ccc(C(=O)NC(C)C2COc3ccccc3O2)cc1 (configuration not stated) | 0 | -8 | 0.4 | 0.0
CCC1CCC(c2ccc(C3=N/C(=C/c4ccc(C)cc4)C(=O)O3)cc2)CC1 (configuration not stated) | -11 | -5 | 2.1 | -0.2
CCc1nnc(NS(=O)(=O)c2ccc(NC(=O)c3cccc(C)c3)cc2)s1 | -18 | 2 | 0.2 | 0.0
O=C(O)c1ccc(NC(NC(=O)c2ccco2)C(=O)c2ccccc2)cc1 (configuration not stated) | -1 | 10 | -0.9 | 0.2
O=C(Cc1ccccc1)Nc1ccc2nn(-c3ccccc3)nc2c1 | 15 | -43 | 2.8 | -0.1
O=C1CC(c2ccc3c(c2)OCO3)CC2=C1C(c1ccc3c(c1)OCO3)Nc1ccccc1N2 (configuration not stated) | -2 | -8 | 1.8 | 0.0
Cc1ccc(-c2nc3nc(-c4ccc(Br)cc4)cn3nc2-c2ccc(C)cc2)cc1 | 6 | 0 | -1.2 | -0.2
Oc1oc(-c2ccc(Cl)cc2)nc1C=Nc1cccc(C(F)(F)F)c1 | 0 | 0 | 0.2 | -0.2
Cn1c(=O)n(C)c2cc(NS(C)(=O)=O)ccc21 | 20 | 1 | -1.0 | 0.3
Cc1ccc(NC(=O)CSc2nc3ccccc3c(=O)n2CCCN2CCC(C)CC2)cc1 | -3 | 2 | 0.4 | 0.0
Cc1cccc(NCc2ccc([N+](=O)[O-])s2)c1 | 12 | 9 | 0.9 | 0.2
O=C(NNC(=O)c1cnccn1)c1cccc(F)c1 | 9 | 8 | -0.1 | -0.8
Next section:
SMILES | MITF inh | TEAD-YAP block | GPR151 activ | FBW7 activator
COc1ccc(OC)c(/C=N/n2c(-c3cccnc3)n[nH]c2=S)c1 | -4 | 9 | 0.3 | 0.0
CCN(CC)c1ccc(NC(=O)C(C)(C)C)cc1 | 3 | -19 | 0.0 | 0.0
COc1ccc(N(CC(=O)NC(C(C)C)C(C)C)S(C)(=O)=O)cc1 | 7 | 5 | 0.6 | 0.1
COCCNC(=O)CN1CCN(Cc2ccccc2Cl)C1=O | 5 | -2 | -0.8 | -0.1
O=C1/C(=C\c2ccc(Cl)cc2Cl)C(N2CCOCC2)=NN1c1ccc([N+](=O)[O-])cc1 | 12 | 19 | 0.5 | 0.0
CCCCCCC(=O)Nc1nnc(Cc2ccccc2)s1 | 11 | -7 | -0.6 | -0.1
CCCc1ccc(-c2ccc(C(=O)Oc3ccc(Br)cc3)cc2)nc1 | 1 | 11 | -1.1 | -0.1
O=[N+]([O-])c1c(N2CCCCC2)cc(Cl)c2nonc12 | 9 | -18 | -0.5 | -0.3
COc1ccc(/C=N/Nc2ccc(C(F)(F)F)cn2)c(OC)c1 | 1 | -7 | 0.9 | 0.2
Cc1nnsc1C(=O)N1CCC(c2nc3sc4c(c3c(=O)[nH]2)CCCC4)CC1 | -19 | 4 | -0.5 | 0.0
COc1cccc(C(=O)N/N=C/c2c[nH]c3ccccc23)c1 | -11 | -13 | 0.1 | -0.1
O=C(NC(=S)Nc1cccnc1)c1cccc(Cl)c1 | 3 | -22 | 0.7 | -0.1
CCCCCCNC(=O)Cc1nc2nc(C)cc(C)n2n1 | 1 | 7 | 2.1 | 0.1
CCN(Cc1ccncc1)C(=O)Cn1nnnc1CN1CCCCCC1 | 10 | -3 | 0.0 | 0.3
COc1ccc(OC)c(C2CC(c3ccc(Br)cc3)=NN2C(=O)CCC(=O)O)c1 (configuration not stated) | 11 | 0 | 0.0 | 0.1

Of the compounds above, 16 have a Cl atom:
SMILES | MITF inh | TEAD-YAP block | GPR151 activ | FBW7 activator
Cc1ccc(NC(=O)CN(C)c2cc3c(cc2Cl)NC(=O)CO3)cc1F | -6 | -4 | 1.0 | 0.0
CC(NS(=O)(=O)c1cc(Cl)ccc1Cl)C(=O)Nc1ccccc1F (configuration not stated) | 24 | 3 | 0.1 | 0.4
CS(=O)(=O)c1ncc(Cl)c(C(=O)Nc2cccc(I)c2)n1 | 3 | -11 | -0.3 | 0.0
CCOc1cccc(NC(=O)/C(C#N)=C\c2cc(Cl)c(OCC(=O)OC)c(OC)c2)c1 | 7 | 0 | 0.7 | -0.1
O=C(Nc1c(C(=O)N2CCCCC2)cnn1-c1ccccc1)c1ccccc1Cl | -24 | 5 | 0.7 | 0.1
O=C1CC(c2cccs2)CC2=C1C(c1ccc(Cl)s1)Nc1ccccc1N2 (configuration not stated) | -4 | -4 | -0.1 | -0.3
Cc1cc(Cl)cc(Br)c1OCCCN1C(=O)NC(C)(C)C1=O | -2 | -1 | -0.3 | -0.3
COc1ccc(Cl)c2sc(N3CCN(C(=O)c4ccc(C(C)=O)cc4)CC3)nc12 | 13 | -5 | -1.1 | -0.1
N#CC1=C(SCC(=O)Nc2ccccc2)NC(=O)CC1c1ccccc1Cl (configuration not stated) | 9 | 6 | -0.8 | 0.0
COc1ccc(S(=O)(=O)CCC(=O)N2CCN(c3cccc(Cl)c3)CC2)cc1 | -4 | 1 | 0.3 | -0.2
Cc1ccc(C)c(NC(=O)CN(c2ccc(Cl)cc2Cl)S(=O)(=O)c2ccccc2)c1 | 11 | 7 | 0.8 | 0.3
Oc1oc(-c2ccc(Cl)cc2)nc1C=Nc1cccc(C(F)(F)F)c1 | 0 | 0 | 0.2 | -0.2
COCCNC(=O)CN1CCN(Cc2ccccc2Cl)C1=O | 5 | -2 | -0.8 | -0.1
O=C1/C(=C\c2ccc(Cl)cc2Cl)C(N2CCOCC2)=NN1c1ccc([N+](=O)[O-])cc1 | 12 | 19 | 0.5 | 0.0
O=[N+]([O-])c1c(N2CCCCC2)cc(Cl)c2nonc12 | 9 | -18 | -0.5 | -0.3
O=C(NC(=S)Nc1cccnc1)c1cccc(Cl)c1 | 3 | -22 | 0.7 | -0.1

Random excerpt: 2 records from the list
SMILES | MITF inh | TEAD-YAP block | GPR151 activ | FBW7 activator
COc1ccc(OC)c(C2CC(c3ccc(Br)cc3)=NN2C(=O)CCC(=O)O)c1 (configuration not stated) | 11 | 0 | 0.0 | 0.1
CCN(Cc1ccncc1)C(=O)Cn1nnnc1CN1CCCCCC1 | 10 | -3 | 0.0 | 0.3
